Screening results (PubChem)
CHT allo act = allosteric activators of human choline transporter CHT; B-score at 10 µM; Q9GZV3; hit rate 0.49% among 310,000; CHT-expressing cells, membrane potential dye, choline EC20; hits give high values; LV-AA mutant CHT in HEK293 cells;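 active means initial fluorescence not abnormally high and integrated response B-score, plate-corrected, over 3 SD above library mean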
Target sequence (Q9GZV3 whole entry, looked up): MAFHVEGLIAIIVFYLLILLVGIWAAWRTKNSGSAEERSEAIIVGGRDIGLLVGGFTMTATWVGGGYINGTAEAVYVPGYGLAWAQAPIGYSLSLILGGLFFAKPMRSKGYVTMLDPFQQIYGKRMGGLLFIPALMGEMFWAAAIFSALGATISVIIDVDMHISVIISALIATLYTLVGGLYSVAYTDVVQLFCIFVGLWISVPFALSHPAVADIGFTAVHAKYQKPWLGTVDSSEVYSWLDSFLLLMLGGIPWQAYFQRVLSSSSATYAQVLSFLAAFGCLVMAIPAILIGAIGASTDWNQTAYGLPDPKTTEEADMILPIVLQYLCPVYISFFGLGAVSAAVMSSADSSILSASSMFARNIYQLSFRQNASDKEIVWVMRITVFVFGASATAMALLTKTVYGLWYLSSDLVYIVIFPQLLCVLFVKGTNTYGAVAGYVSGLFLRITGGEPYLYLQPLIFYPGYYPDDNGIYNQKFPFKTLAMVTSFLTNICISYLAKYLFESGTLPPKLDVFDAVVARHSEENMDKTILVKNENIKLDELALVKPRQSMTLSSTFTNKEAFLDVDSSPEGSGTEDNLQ
OX1R antagonist = antagonists of human orexin 1 receptor | CHO/OX1R cells, Fluo-8 calcium fluorescence, orexin A | inhibition, % at 5 µM | O43613 | hit rate 0.43% among 330,000 | AID 434989;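 active means inhibition above its plate's threshold, mean inhibition of all tested compounds on the plate plus 3 SD, cut at about 37% in these data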;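 further: 0% = orexin A challenge wells and 100% = SB-334867-A antagonist wells; not every result past the cut was called active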
Target sequence (O43613 whole entry, looked up): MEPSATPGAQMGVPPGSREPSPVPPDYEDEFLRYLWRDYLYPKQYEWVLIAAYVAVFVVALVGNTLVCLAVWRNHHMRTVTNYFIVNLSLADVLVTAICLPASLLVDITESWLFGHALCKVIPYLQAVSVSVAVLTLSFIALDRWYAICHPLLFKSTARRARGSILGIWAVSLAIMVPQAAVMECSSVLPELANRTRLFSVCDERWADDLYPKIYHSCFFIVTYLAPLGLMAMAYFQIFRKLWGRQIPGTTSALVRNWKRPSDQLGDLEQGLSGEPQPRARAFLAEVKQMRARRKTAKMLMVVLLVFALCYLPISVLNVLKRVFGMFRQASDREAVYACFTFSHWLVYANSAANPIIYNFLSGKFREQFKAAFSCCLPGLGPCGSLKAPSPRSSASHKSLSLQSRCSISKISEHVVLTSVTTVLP
Numbers without * were called inactive; i = inactive; / = no result given.

SMILES	CHT allo act	OX1R antagonist
COc1cccc(-n2c(SCC(=O)Nc3nccs3)nnc2-c2ccoc2C)c1	i	-33
OC(Cn1cncn1)(c1ccccc1)c1ccccc1	i	-22
CCOC(=O)CN(C(=O)CNC(=O)c1ccco1)C(C(=O)NC1CCCCC1)c1cccnc1 (configuration not stated)	i	-11
Cc1nnc(N(C(=O)c2cnccn2)c2ccccc2)s1	i	-4
Cc1cc(=O)n2nc(N3CCCC(C(=O)N4CCN(C)CC4)C3)sc2n1 (configuration not stated)	i	2
Cc1cn([C@H]2C[C@H](N=[N+]=[N-])[C@@H](CO)O2)c(=O)[nH]c1=O	i	5
CC(C)(C)[C@@H]1COC(=O)[C@H](Cc2ccc(F)cc2)C/C=C\C[C@@H](CC(=O)NCCO)C(=O)N1	/	-7
CCOC(=O)c1c(C)[nH]c(C(=O)OCC(=O)N(C)C2CCS(=O)(=O)C2)c1C (configuration not stated)	i	-12
CC(=O)c1ccc(-c2ccc(C(=O)NC3CC(C)(C)NC(C)(C)C3)o2)cc1	i	-11
Cc1ccc(/C=[N+](/C)[O-])cc1	i	-9
CC(C)NC(=S)N1CCN(c2ncccn2)CC1	i	-4
COC(=O)CSc1nnc(CSc2nc(C)cc(C)n2)o1	i	7
Cc1ccc(CSc2nccc(-c3c(C)nc4ccccn34)n2)cc1	i	-31
Cc1ccccc1NS(=O)(=O)c1ccc(C(=O)NCCCN2CCOCC2)cc1	i	-11
COCCNc1nc2nonc2nc1N1CCCC1c1nccs1 (configuration not stated)	i	6
CCc1nnc(NC(=O)CCS(=O)(=O)c2ccccc2)s1	i	-7
O=C(O)c1ccc(NC(=O)c2ccccc2NC(=O)c2cccc(F)c2)cc1	i	-6
CC(=O)CCn1cc([N+](=O)[O-])nc1C	i	-2
CCN(CC(=O)Nc1ccccc1C(F)(F)F)C(=O)CCc1c(C)[nH]c(=O)c(C#N)c1C	i	0
COc1ccc(OCC(=O)NNC(=O)c2cccs2)cc1	i	1
Cc1ccc(-c2cc(-c3c(C)nn(C)c(=O)c3N)[nH]n2)cc1	i	-13
CCC1(Cc2ccccc2)NC(=O)c2ccccc2O1 (configuration not stated)	i	-25
Cc1ccc(Cn2c(SCC(C)C)nc3c2c(=O)[nH]c(=O)n3C)cc1	i	-3
CCN(CC)C(=O)C(C)N(C#N)c1nc(C)cc(C)n1 (configuration not stated)	i	1
O=C(CN1C(=O)NC2(CCCCCC2)C1=O)NCc1cccs1	i	-11

Sorted by the number under OX1R antagonist (descending): three from the list above
SMILES | OX1R antagonist
COCCNc1nc2nonc2nc1N1CCCC1c1nccs1 (configuration not stated) | 6
Cc1cn([C@H]2C[C@H](N=[N+]=[N-])[C@@H](CO)O2)c(=O)[nH]c1=O | 5
CCOC(=O)c1c(C)[nH]c(C(=O)OCC(=O)N(C)C2CCS(=O)(=O)C2)c1C (configuration not stated) | -12

Structural class: the entries above with an NH in an aromatic ring
SMILES	CHT allo act	OX1R antagonist
Cc1cn([C@H]2C[C@H](N=[N+]=[N-])[C@@H](CO)O2)c(=O)[nH]c1=O	i	5
CCOC(=O)c1c(C)[nH]c(C(=O)OCC(=O)N(C)C2CCS(=O)(=O)C2)c1C (configuration not stated)	i	-12
CCN(CC(=O)Nc1ccccc1C(F)(F)F)C(=O)CCc1c(C)[nH]c(=O)c(C#N)c1C	i	0
Cc1ccc(-c2cc(-c3c(C)nn(C)c(=O)c3N)[nH]n2)cc1	i	-13
Cc1ccc(Cn2c(SCC(C)C)nc3c2c(=O)[nH]c(=O)n3C)cc1	i	-3

Some of the entries so far, with two lines to a compound.
Screens in order: CHT allo act | OX1R antagonist
CCN(CC(=O)Nc1ccccc1C(F)(F)F)C(=O)CCc1c(C)[nH]c(=O)c(C#N)c1C
→ i | 0
Cc1ccc(Cn2c(SCC(C)C)nc3c2c(=O)[nH]c(=O)n3C)cc1
→ i | -3
CC(C)NC(=S)N1CCN(c2ncccn2)CC1
→ i | -4
COc1ccc(OCC(=O)NNC(=O)c2cccs2)cc1
→ i | 1
Cc1ccccc1NS(=O)(=O)c1ccc(C(=O)NCCCN2CCOCC2)cc1
→ i | -11
Cc1cc(=O)n2nc(N3CCCC(C(=O)N4CCN(C)CC4)C3)sc2n1 (configuration not stated)
→ i | 2
Cc1nnc(N(C(=O)c2cnccn2)c2ccccc2)s1
→ i | -4

Remaining list, next part.
SMILES	CHT allo act	OX1R antagonist
O=C(NCc1ccccc1F)C1CCCN1S(=O)(=O)c1ccc(F)cc1 (configuration not stated)	i	-16
CC1(C)CC(NC(=O)Cc2ccccc2[N+](=O)[O-])CC(C)(C)N1	i	4
Cc1cc2nc3n(c2cc1C)CC1CC(C(=O)NCc2ccccc2)N(C)C31 (configuration not stated)	i	-4
Cc1ccc(N(C)S(=O)(=O)c2cccc(C(=O)OCC(=O)N3CCCC(C)C3)c2)cc1 (configuration not stated)	/	-26
OC1(c2ccc3c(c2)OCO3)CCN(Cc2ccc(F)cc2)CC1	i	-17
Oc1ccc(C(=S)N2CCCCCC2)cc1	i	1
CC1CCCCN1C(=O)CSc1nnc(-c2cccs2)o1 (configuration not stated)	i	-20
O=C(CSc1nc2c(c(=O)n1-c1ccccc1)SCC2)N1CCN(c2ccccc2)CC1	i	-19
CC(C)(C)OC(=O)N1CCC(NC(=O)c2nc[nH]c2C(=O)NCC(=O)OCc2ccccc2)CC1	i	-1
Cc1ccc(S(=O)(=O)N2CCN(C(=O)CSc3ncc(C(F)(F)F)cc3Cl)CC2)cc1	i	-49
O=C(c1ccc(Cl)cc1)C1CCN(C(=O)N2CCOCC2)CC1	i	-9
COc1ccc(OCCOCCN2CCOCC2)cc1	i	-2
CCc1nc2ccccc2c(C(=O)OCc2nc3ccccc3c(=O)[nH]2)c1C	/	-21
O=C(NCc1ccco1)C(c1ccncc1)N(C(=O)Cn1nnc2ccccc21)c1ccccc1F (configuration not stated)	i	-24
O=C(O)CCCC(=O)Nc1ccn(-c2ccccc2)n1	i	-9
COc1cc(CC2C(=O)Nc3ccccc32)cc(C)c1O (configuration not stated)	i	-21
CCN(CC)CCCNC(=O)Cn1ncc2c(=O)oc3ccc(C)cc3c21	i	-13
Clc1ccccc1C1CC(c2ccccc2)=Nc2ccccc2N1 (configuration not stated)	i	-39
Cc1ccc2nc(-c3ccc(NC(=S)NC(=O)CC(C)C)cc3)sc2c1	i	-17
COc1cc(/C(C)=N/N2CCN(Cc3ccc(C)cc3)CC2)ccc1O	i	-7
CC(=O)N/C(=C\c1ccccc1)C(=O)OCC(=O)N(C)C1CCCCC1	i	-14
COc1cc(OC)cc(-c2cc(N)n(S(=O)(=O)c3cccc4nsnc34)n2)c1	i	16
c1ccc(Oc2ccc(-c3ccnc4nc(N5CCOCC5)nn34)cc2)cc1	i	-11
Clc1ccc(CO/N=C/c2c(-c3ccccc3)nc3n2CCS3)c(Cl)c1	i	-26
O=C(/C=C/c1cccc(Br)c1)NC1CCN(Cc2ccccc2)CC1	i	-25
New compounds follow
SMILES	CHT allo act	OX1R antagonist
COC(=O)c1ccc(NC(=O)Cn2cnc3c(nnn3-c3cccc(OC)c3)c2=O)cc1	i	-11
Cc1cc(NC(=O)CSc2nc(C3CC3)nc3sc4c(c23)CCC(C)C4)no1 (configuration not stated)	i	-3
CCN(CC)c1ccc(C(=O)NN)cc1	i	-12
CC1CN(C(=O)C(C)OC(=O)c2ccc3ncsc3c2)CC(C)O1 (configuration not stated)	/	8
Cc1noc(NS(=O)(=O)c2ccc(NC(=O)C(Cl)(Cl)Cl)cc2)c1C	i	2
CC(C)(C)C(=O)CSc1nnc(Nc2ccccc2)s1	i	-25
CC(C)CCNC(=O)C(=O)NCc1ccccc1	i	-21
Cc1c(Cl)cccc1NC(=O)CSc1nnc(CCNC(=O)OC(C)(C)C)o1	i	-19
COc1ccc(C[C@H]2CN3C(=NC[C@@H]3C(C)C)N2C[C@H](C)NC(=O)c2ccc(C)c(Br)c2)cc1	i	-35
FC(F)Sc1ccc(NC2=NCCCCC2)cc1	i	-8
CC(C(=O)Nc1ccc2c(c1)OCCO2)N(C)Cc1c(F)cccc1Cl (configuration not stated)	i	-25
O=C(NCc1ccccc1F)c1cccc(S(=O)(=O)NCc2ccccc2)c1	i	-8
CCC(C)(C)C1CCc2c(sc(NC(=O)c3cccs3)c2C(N)=O)C1 (configuration not stated)	i	-10
O=C(NCCN1C(=O)S/C(=C\c2ccc(Cl)cc2)C1=O)c1ccc(F)c(S(=O)(=O)N2CCOCC2)c1	i	-6
CN(C)c1ccc(/C=N/NC(=O)C(O)c2ccc(Br)cc2)cc1 (configuration not stated)	i	-5
CN(c1ncc(C(F)(F)F)cc1Cl)n1cc(C(N)=O)c2ccccc2c1=O	i	-16
COc1ccc(Nc2ccc(N3C(=O)CC(C)C3=O)cc2[N+](=O)[O-])cn1 (configuration not stated)	i	-13
O=C(Cc1ccon1)c1ccc(O)cc1O	i	/
CCC(=O)Nc1ccc(C(=O)N2CCN(C(=O)c3ccco3)CC2)cc1	i	-7
COc1ccc(N2CC(C(=O)Nc3nnc(SCc4cccnc4)s3)CC2=O)cc1 (configuration not stated)	i	-13
Cc1nn(CCCC(=O)NCCCN2CCN(C)CC2)c(=O)c2c1sc1ccccc12	i	-19
O=C(NCC(c1ccc(F)cc1)N1CCOCC1)c1nn(-c2ccccc2)c(=O)c2ccccc12 (configuration not stated)	/	-1
CCC(=O)NC(c1cccs1)c1cc([N+](=O)[O-])c2cccnc2c1O (configuration not stated)	i	-14
CN1CCN(CC(O)COc2ccc(OCC(O)CN3CCN(C)CC3)cc2)CC1 (configuration not stated)	i	8
C/C(=N\N1C(C)CCCC1C)c1ccccc1O (configuration not stated)	i	-15

Part of the list above in order of molar mass, highest first:
SMILES	CHT allo act	OX1R antagonist
Cc1c(Cl)cccc1NC(=O)CSc1nnc(CCNC(=O)OC(C)(C)C)o1	i	-19
CC(C)CCNC(=O)C(=O)NCc1ccccc1	i	-21
CCN(CC)c1ccc(C(=O)NN)cc1	i	-12

(next part)
SMILES	CHT allo act	OX1R antagonist
Cc1cc(NC(=O)c2cccc(S(=O)(=O)N3CCC(C)CC3)c2)no1	i	-15
O=C1Nc2c(c(=O)[nH]c(=O)n2-c2ccccc2)C(C(F)(F)F)(C(F)(F)F)N1	i	-6
Cn1c(=O)c2c(nc(SCC(=O)NCc3ccc4c(c3)OCO4)n2Cc2ccc(F)cc2)n(C)c1=O	i	-21
O=C(Nc1ccc2[nH]ccc2c1)c1ccc(F)cc1	i	-11
COCc1[nH][nH]c(=O)c1/C=N/N1CCOCC1	i	9
COc1cc(S(=O)(=O)Nc2ccccc2)ccc1NC=O	i	-10
O=C(CCN1CCN(S(=O)(=O)c2cccc([N+](=O)[O-])c2)CC1)Nc1ccccc1F	i	-21
Cc1ccc(S(=O)(=O)N2CCCCC2CCNC(=O)C(=O)NCc2ccncc2)cc1 (configuration not stated)	i	-34
CCc1ccc(C(=O)COC(=O)[C@@H](NC(N)=O)[C@@H](C)CC)cc1	i	-2
COc1ccc(C(=O)Nc2ccc3c(c2)C(=O)NC3=O)cc1	i	-6
COc1ccc(C2N(c3cccc(Cl)c3)C(=O)C3CCCN32)cc1 (configuration not stated)	i	-16
CC1CCN(C(=O)CN(C)S(=O)(=O)c2cccc3nsnc23)CC1	i	-24
C/C(=N\NC(=O)c1ccc(O)cc1)c1ccc(NC(=O)Cc2ccccc2)cc1	i	/
Cc1ccc(S(=O)(=O)N2CCOc3ccccc32)c(C)c1NS(C)(=O)=O	i	-11
N#Cc1ccc(C2=CC(=O)C[C@H](c3ccc4c(c3)OCO4)C2)cc1	/	-7
CCCCC[C@H](O)/C=C/[C@@H]1[C@@H](C/C=C\CCCC(=O)OC)[C@@H](O)C[C@H]1O	i	-14
CCCCCOC(=O)C1=C(C)NC(=O)NC1c1ccc2c(c1)OCO2 (configuration not stated)	i	-31
Cc1cc(NC(=O)c2cnn3c(C(F)F)cc(-c4ccccc4)nc23)no1	i	-37
N#Cc1ccc(C(=O)Nc2nnc(-c3ccco3)o2)cc1	i	-3
CC1CN(C(=O)COC(=O)/C=C/c2cccc([N+](=O)[O-])c2)CC(C)O1 (configuration not stated)	/	-6
Cc1cc(N2CCN(Cc3ccccc3)CC2)n2nc(C)c(-c3ccccc3)c2n1	i	-28
CC(C)c1cc(-c2cc(C(=O)NCc3ccccc3)on2)nc(NCC2CC2)n1	i	62*
O=C(Cn1cnc2c(nnn2Cc2ccc(F)cc2)c1=O)N1CCCc2ccccc21	i	-4
O=C(N/N=C/c1ccc(OC(=O)c2ccco2)cc1)c1ccc[n+]([O-])c1	i	-2
CCOC(=O)NC(C)N1C(=O)C2C3C=CC(C3)C2C1=O (configuration not stated)	i	-8
Other entries:
SMILES	CHT allo act	OX1R antagonist
CC(=O)Nc1ccnc(-c2cccnc2)n1	i	-3
CC(C)OCC(O)CN1CCNCC1 (configuration not stated)	i	-6
O=C1C2CC=CCC2C(=O)N1Cc1nnc(-c2ccccc2Br)o1 (configuration not stated)	i	-10
Cc1ccc(-c2c(C(=O)N/N=C/c3c[nH]c4ccccc34)nnn2-c2nonc2N)cc1	i	-1
O=C(NC(=S)Nc1ccc(F)c([N+](=O)[O-])c1)c1ccccc1F	i	-34
Oc1ccccc1/C=N/Nc1nccnc1Cl	i	-33
CCc1cc(C(c2ccccc2OC)N2CCOCC2)c(NC(=O)c2ccccc2)s1 (configuration not stated)	i	-8
CC(C)COc1ccc(C(=O)Nc2ccc(SC(F)F)cc2)cc1	i	-1
N/C(Cc1ccc(Cl)cc1)=N\OC(=O)C1CCCCC1	i	-16
Nc1cc(=O)[nH]c(SCC(=O)c2ccc(F)cc2)n1	i	7
Cc1ccccc1CSCC(=O)Nc1ccccc1-c1ccccc1	i	-19
Cc1ccc(C)c(OCCn2cc(/C=C(/C#N)C(=O)NCC3CCCO3)c3ccccc32)c1 (configuration not stated)	i	-28
CCOc1ccc(NS(=O)(=O)c2ccc(SC)cc2)cc1	i	-6
CSc1ccc(S(=O)(=O)Nc2ccc(NC(C)=O)cc2)cc1	i	-9
